CHOP inh – inhibitors of CHOP induction in ER stress response; CHO-K1 CHOP-promoter luciferase, tunicamycin-induced, 15-18 h; 220,000 tested, 3.8% active; inhibition, % at 10 µM;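 active = compounds that reduced the stress-induced luciferase reporter signal by more than about 70% of percent inhibition, limit read from the data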;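 also: 0% = tunicamycin plus vehicle and 100% = wells without tunicamycin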
NPY1 pot ag – potentiates or activates human NPY-Y1 receptor. P25929. NPY-Y1 expressing cells, potentiator/agonist activation. activation, % at 3.6 µM. 220,000 tested, 0.37% active. AID 1304; in the data active = activation above about 33%, passing the limit was not always enough;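 also: cells stimulated with NPY at EC10 then isoproterenol at EC100; 0% = low agonist plus stimulus and 100% = saturating agonist plus stimulus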
Target sequence (P25929 whole entry, looked up): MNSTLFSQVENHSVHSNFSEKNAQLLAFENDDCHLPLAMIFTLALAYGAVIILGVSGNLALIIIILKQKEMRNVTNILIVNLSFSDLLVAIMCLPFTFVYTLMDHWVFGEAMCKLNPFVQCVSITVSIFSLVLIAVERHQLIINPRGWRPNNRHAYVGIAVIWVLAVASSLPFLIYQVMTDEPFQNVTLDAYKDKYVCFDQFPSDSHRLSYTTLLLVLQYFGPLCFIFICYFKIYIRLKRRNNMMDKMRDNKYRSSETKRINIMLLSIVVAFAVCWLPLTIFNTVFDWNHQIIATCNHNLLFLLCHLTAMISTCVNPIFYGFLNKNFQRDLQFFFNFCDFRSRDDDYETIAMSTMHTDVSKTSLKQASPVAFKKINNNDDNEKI
NCF1 inh – p47phox (human) inhibition; AID 1274; inhibition, % at 24.7 µM; 220,000 tested, 0.53% active; P14598; p47phox/p22phox peptide binding, fluorescence polarization, 2 h;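 active = inhibition above about 30%, limit read from the data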;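 also: 0% = p47phox with labelled peptide and 100% = labelled peptide alone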
S1P4 antagonist – human S1P4 receptor antagonism. O95977. S1P4-expressing cells, antagonist mode, reporter read-out. inhibition, % at 4.98 µM. 220,000 tested, 0.26% active. AID 1510; in the data active = inhibition above about 29%;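 also: 0% = wells stimulated with agonist and 100% = vehicle wells without agonist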
NPY-Y1 antag – blocks the human neuropeptide Y Y1 receptor; HEK293-CNG Y1 cells, membrane potential fluorescence; NPY at EC95, then isoproterenol; 200,000 tested, 1% active; inhibition, % at 3.6 µM; P25929;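 active = inhibition above the campaign mean inhibition of all tested compounds plus 3 SD, cut at about 20% in these data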;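 also: 0% = DMSO wells given NPY plus isoproterenol and 100% = isoproterenol alone without NPY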
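Test system: HEK293 cells co-expressing NPY Y1 receptor and cyclic-nucleotide gated channel; Also added: NPY (25 nM), isoproterenol (1 µM), Ro 20-1724 (25 µM); Compound dosing: one concentration, 3.6 µM, in 0.4% DMSO; Timing: dye 3 h, compound 60 min room temperature, stimulation 45 min; Technique: Membrane-potential fluorescent dye readout.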
NPY2 pot ag – potentiates or activates human NPY-Y2 receptor; cells expressing NPY-Y2, potentiator/agonist read-out; P49146; AID 1359; 220,000 tested, 0.45% active; activation, % at 3.6 µM; in the data active = activation above about 27%;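 also: cells stimulated with NPY near EC25 plus isoproterenol at EC100; 0% = vehicle plus submaximal agonist and 100% = vehicle plus saturating agonist; some results beyond the cut were filed as inactive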
Target sequence (P49146 whole entry, looked up): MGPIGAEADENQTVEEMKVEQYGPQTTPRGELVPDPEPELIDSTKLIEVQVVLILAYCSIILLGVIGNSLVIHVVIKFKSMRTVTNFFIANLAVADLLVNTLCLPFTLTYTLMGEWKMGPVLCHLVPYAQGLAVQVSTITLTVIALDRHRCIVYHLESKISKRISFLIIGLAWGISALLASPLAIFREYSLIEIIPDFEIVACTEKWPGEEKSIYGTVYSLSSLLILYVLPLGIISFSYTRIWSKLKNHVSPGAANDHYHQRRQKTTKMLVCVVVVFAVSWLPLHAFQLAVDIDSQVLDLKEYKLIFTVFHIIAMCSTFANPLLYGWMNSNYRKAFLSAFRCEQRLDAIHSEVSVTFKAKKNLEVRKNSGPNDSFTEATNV
Ba/F3 V617F tox – reduce viability of Ba/F3 cells dependent on JAK2V617F; AID 1446; Ba/F3 EpoR-JAK2V617F viability, ATP luminescence; inhibition, % at 5.6 µM; 220,000 tested, 1.1% active;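 active = inhibition above the campaign mean plus 3 SD over all tested compounds, cut at about 24% in these data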;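 also: cytokine-independent growth of Ba/F3 cells driven by EpoR plus mutant JAK2; 0% = DMSO-treated cells and 100% = JAK inhibitor I control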
BaF3 tox – reduces parental Ba/F3 cell viability, JAK2V617F counter-screen; CellTiter-Glo ATP luminescence; inhibition, % at 5.6 µM; 220,000 tested, 1.1% active;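 active = inhibition above a per-campaign cutoff, the mean inhibition of all tested compounds plus 3 SD, cut at about 27% in these data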;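 also: 0% = DMSO wells and 100% = JAK Inhibitor I control wells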
S1P4 agonist – activates the human S1P4 receptor | AID 1509 | O95977 | S1P4-expressing cell line, agonist reporter assay | activation, % at 4.98 µM | 220,000 tested, 0.35% active; in the data active = activation above about 11%;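 also: 0% = DMSO vehicle and 100% = reference agonist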
Starred values were filed as active, the others as inactive; nt = no result given.

Results follow in this order: CHOP inh | NPY1 pot ag | NCF1 inh | S1P4 antagonist | NPY-Y1 antag | NPY2 pot ag | Ba/F3 V617F tox | BaF3 tox | S1P4 agonist
COc1ccc(CCNc2ncnc3sccc23)cc1OC
 : 70.3* | -28.3 | -12.8 | -13.4 | 12.6 | 10.4 | 64.5* | 69.5* | 0.8
CC(=O)c1cccc(NC(=O)c2ccc(N(Cc3ccccc3C)S(C)(=O)=O)cc2)c1
 : 19.4 | 7.7 | -15.9 | -0.4 | -0.5 | 7.9 | -4.6 | 0.7 | 2.4
Nc1cc(Oc2ccc(F)cc2F)cc([N+](=O)[O-])c1
 : 22.1 | -3.3 | -1.6 | 10.9 | -2.5 | 0.1 | 0.9 | 0.4 | 0.5
CCN(CC)S(=O)(=O)c1ccc(C)c(N=C=S)c1
 : -16.8 | 6.5 | -12.6 | 3.6 | -5.3 | 7.7 | -3.2 | 3.7 | -0.5
Cc1cc(N)n(-c2cc(C)c3ccccc3n2)n1
 : -1.2 | -2.6 | -4.6 | -19.5 | -3.2 | -14.8 | -5.2 | 6.8 | 0.9
O=c1oc2ccc(Br)cc2cc1-c1nc2ccccc2o1
 : 36.5 | -4.5 | -6.0 | 2.4 | -2.4 | -22.6 | -5.6 | 1.3 | 1.5
O=C(NCCCn1ccnc1)c1cc2c(s1)CCCCC2
 : 32.1 | 3.4 | -15.6 | -8.7 | 2.6 | 16.8 | -3.5 | 0.2 | -0.3
COc1ccc(C(=O)c2oc3ccc(Br)cc3c2NC(C)=O)cc1
 : 10.0 | -5.8 | -7.1 | -65.2 | 5.1 | -0.3 | -3.8 | 4.8 | 2.1
COc1cc(C(=O)Nc2cc(C(F)(F)F)ccc2N2CCOCC2)ccc1O
 : -7.2 | -20.3 | -5.8 | -16.3 | 2.0 | 8.2 | -3.6 | 3.7 | -6.3
Cc1ccc(C(C(=O)NCc2ccco2)N(C(=O)CNC(=O)c2cccs2)c2ccc(C)cc2C)cc1 (centres undefined)
 : 51.6 | 4.2 | -4.8 | -2.1 | -3.8 | -6.7 | -1.7 | 9.6 | 1.1
CS(=O)(=O)C1=NSC2=NC(=O)/C(=C\c3cccn3-c3ccccc3Cl)C(=N)N21
 : -8.8 | 23.4 | -91.1 | -3.3 | 4.0 | 2.3 | 2.4 | 2.9 | -0.1
CCn1c(/C=C2\C(=O)N(C)c3ccccc32)nc2ccccc2c1=O
 : 1.3 | -17.3 | -3.3 | 0.2 | 3.9 | 2.2 | 0.5 | 1.2 | 0.1
CCOC(=O)c1c(C)[nH]c(C(=O)OCC(=O)Nc2ccc(OC)c(Cl)c2)c1C
 : 87.0* | -17.0 | 8.2 | -14.4 | 0.7 | -15.2 | -1.5 | 4.9 | 1.3
OCCCN1CCN(CCOc2ccccc2-c2ccccc2)CC1
 : -6.4 | -21.3 | -8.6 | -21.5 | -1.6 | 10.7 | -6.9 | -0.3 | 0.3
CC(C)(C)NC(=O)Nc1ccccc1C(N)=O
 : 14.0 | 6.4 | -10.1 | -12.7 | -1.2 | -6.3 | -5.8 | 3.1 | -1.0
COc1ccccc1Oc1ccc2c(c1)C(=O)N(c1ccc(C)cc1)C2=O
 : 23.6 | -8.1 | -7.7 | -9.5 | 2.8 | 7.9 | 2.3 | 5.5 | -0.4
Cc1ccccc1OCCN1C(=O)C(=O)c2cccc(C)c21
 : 6.0 | -6.1 | -4.5 | 3.4 | -2.4 | 7.7 | 2.3 | 9.1 | -0.4
COCc1cc(C)nc2sc(C(=O)Nc3nccs3)c(N)c12
 : -27.8 | -3.4 | -0.7 | -4.1 | 5.1 | -7.4 | -3.7 | 9.0 | 0.9
Cc1c(NS(=O)(=O)c2cccc(C(=O)NCc3ccccc3)c2)c(=O)n(-c2ccccc2)n1C
 : -11.8 | 0.0 | -6.5 | 4.5 | 7.1 | -8.9 | 4.0 | 7.6 | 1.4
C=CCN1C(=O)/C(=C\c2ccc(OC(=O)c3ccco3)c(OC)c2)SC1=S
 : 3.0 | 2.8 | -11.9 | 3.7 | -1.8 | 4.2 | 0.7 | 7.0 | -1.6

Next section, starting with the last six of the part before.
Results follow in this order: CHOP inh | NPY1 pot ag | NCF1 inh | S1P4 antagonist | NPY-Y1 antag | NPY2 pot ag | Ba/F3 V617F tox | BaF3 tox | S1P4 agonist
CC(C)(C)NC(=O)Nc1ccccc1C(N)=O
 : 14.0 | 6.4 | -10.1 | -12.7 | -1.2 | -6.3 | -5.8 | 3.1 | -1.0
COc1ccccc1Oc1ccc2c(c1)C(=O)N(c1ccc(C)cc1)C2=O
 : 23.6 | -8.1 | -7.7 | -9.5 | 2.8 | 7.9 | 2.3 | 5.5 | -0.4
Cc1ccccc1OCCN1C(=O)C(=O)c2cccc(C)c21
 : 6.0 | -6.1 | -4.5 | 3.4 | -2.4 | 7.7 | 2.3 | 9.1 | -0.4
COCc1cc(C)nc2sc(C(=O)Nc3nccs3)c(N)c12
 : -27.8 | -3.4 | -0.7 | -4.1 | 5.1 | -7.4 | -3.7 | 9.0 | 0.9
Cc1c(NS(=O)(=O)c2cccc(C(=O)NCc3ccccc3)c2)c(=O)n(-c2ccccc2)n1C
 : -11.8 | 0.0 | -6.5 | 4.5 | 7.1 | -8.9 | 4.0 | 7.6 | 1.4
C=CCN1C(=O)/C(=C\c2ccc(OC(=O)c3ccco3)c(OC)c2)SC1=S
 : 3.0 | 2.8 | -11.9 | 3.7 | -1.8 | 4.2 | 0.7 | 7.0 | -1.6
Cc1cc(OC(=O)N2CCCCC2)cc(C)c1Cl
 : 76.0* | 1.6 | -3.0 | 0.6 | 0.9 | 4.4 | -1.6 | 1.1 | 2.0
COc1ccccc1-c1cc(C(F)(F)F)nc(S(=O)(=O)CCCC(=O)NC(C)C)n1
 : 112.3* | 7.5 | -8.1 | -5.3 | 9.7 | 9.3 | 0.1 | 5.3 | 0.2
COc1ccc2nc(NCCCO)[nH]c2c1
 : -5.1 | 4.8 | -1.0 | -10.7 | 6.6 | 7.8 | -2.4 | 1.9 | 3.0
Cc1nn(-c2ccccc2)c(C)c1C(=O)NNC(=O)C(F)(F)F
 : 11.2 | 1.8 | -0.7 | -8.9 | nt | 4.0 | -2.8 | -4.3 | 1.8
CCOC(=O)c1cc(-c2ccccc2)sc1NC(=O)CSc1nnnn1C
 : 18.2 | -10.8 | -58.4 | 1.7 | -2.6 | -22.6 | 1.3 | 1.4 | -1.6
CC1=CC2=NC(=O)CC(C)(C(=O)N(CC(=O)NC(C)(C)C)Cc3cccs3)N2C=C1 (centres undefined)
 : 11.3 | -8.3 | -5.1 | -17.8 | 3.6 | 7.5 | 3.0 | 1.4 | -3.2
CCOC(=O)CSc1nnc([C@H](C)NC(=O)OC(C)(C)C)o1
 : -1.1 | 0.7 | -16.5 | 1.3 | 5.1 | -1.2 | 4.4 | 3.8 | -0.9
COc1ccccc1C(=O)OCC(=O)Nc1cc(S(=O)(=O)N2CCOCC2)ccc1N1CCCC1
 : 11.0 | 8.1 | 4.1 | -2.4 | -3.4 | 10.3 | 0.4 | 8.5 | 2.8
CC1CC(C)(C)N2C(=O)C(=C(C#N)C#N)c3cccc1c32 (centres undefined)
 : 3.9 | 15.8 | -8.3 | -0.9 | nt | 7.5 | -4.7 | -2.6 | 1.3
CCOC(=O)N/N=C\c1ccc([N+](=O)[O-])o1
 : -10.5 | 12.3 | -15.3 | -5.4 | 3.0 | 1.0 | 0.9 | 7.6 | 1.1
Cc1cc(C)c(NC(=O)CSc2nnc(-c3ccncc3)n2Cc2ccco2)c(Cl)c1
 : 16.6 | 28.4 | -12.5 | -0.6 | 7.5 | 16.2 | 0.4 | 3.6 | -0.5
Cn1ncc([N+](=O)[O-])c1C(=O)Nc1nccs1
 : 17.5 | -4.2 | 2.6 | -11.7 | -3.6 | 14.3 | -2.3 | 1.4 | 0.1
CC(NC(=O)NC(N)=O)(C(F)(F)F)C(F)(F)F
 : 54.0 | 21.7 | -7.1 | -8.1 | 2.6 | 6.0 | 3.0 | 4.9 | -0.4
COC(=O)c1cccc(NS(=O)(=O)c2ccc(OC)c(OC)c2)c1C
 : 30.6 | -3.0 | -4.6 | -8.3 | 1.0 | -9.9 | 7.0 | 15.8 | 3.1
C=CCN(Cc1nc(-c2ccc(OC)c(OC)c2)oc1C)C1CCS(=O)(=O)C1 (centres undefined)
 : 6.6 | -5.0 | -5.7 | -27.0 | 4.2 | -4.9 | 5.6 | 11.5 | 2.0
Cc1cc(C)c(/C=C(\C#N)S(=O)(=O)c2ccccc2)[nH]1
 : 6.9 | -18.1 | -64.9 | 7.2 | nt | -18.1 | 0.4 | -0.2 | -0.2
COC(=O)c1ccc(S(=O)(=O)NCc2ccco2)o1
 : -3.4 | 7.6 | -6.9 | -3.0 | nt | -7.8 | -1.8 | -6.3 | -0.1
O=C(CCC1CCCN(C(=O)c2cc(C3CC3)[nH]n2)C1)N1CCN(c2ccccn2)CC1 (centres undefined)
 : -5.7 | -0.9 | -3.2 | -26.0 | 0.6 | 9.6 | -0.6 | 3.0 | 3.6
CC1(C)CC(=O)C2=C(C1)NC(=O)CC2c1ccc(N(CCC#N)CCC#N)cc1 (centres undefined)
 : -0.7 | 13.9 | -6.3 | -0.7 | -2.5 | 11.2 | -2.4 | 5.2 | 2.3
O=C(Nc1ccc2c(c1)OCO2)C1CCCN1C(=O)OCc1ccccc1 (centres undefined)
 : 17.1 | 1.5 | 3.6 | -7.2 | -4.1 | 5.8 | -4.0 | 0.9 | -0.5
COc1cc(OC)cc(C(=O)OCc2ccc([N+](=O)[O-])cc2)c1
 : 7.2 | -6.8 | -3.7 | -4.1 | 15.3 | -9.1 | -3.4 | 0.3 | 3.6
O=C(O)C1CC=CCC1C(=O)NCCc1ccccc1 (centres undefined)
 : 9.1 | -1.4 | 0.0 | -2.8 | 7.7 | 0.4 | -1.5 | 2.6 | 1.6
CCc1c(C)nc(SCC(=O)Nc2cccc(Br)c2)[nH]c1=O
 : -5.3 | -4.5 | 1.2 | -18.2 | 7.4 | -10.8 | 0.6 | 4.0 | 1.6
O=C(Nc1ccc(F)cc1)Nc1ccc(N2CCCC2)c(S(=O)(=O)Nc2ccccc2Cl)c1
 : 96.5* | 23.6 | -15.2 | -24.6 | -7.6 | 5.1 | -5.5 | 0.7 | -0.7
COc1ccccc1-n1cnc2cc(NCc3ccco3)ccc21
 : nt | -25.1 | -3.6 | 16.8 | 13.5 | -18.7 | 73.6* | 78.2* | 2.1
Cc1cc(N=Cc2c(O)ccc3ccccc23)no1
 : -8.9 | -8.5 | -4.0 | 8.5 | 5.5 | -10.1 | 2.5 | 1.0 | 1.2
O=c1cc(C(F)(F)F)nc(-c2ccccc2OC(F)(F)F)[nH]1
 : -12.4 | 6.7 | 0.1 | 1.9 | nt | -9.6 | 0.0 | -3.9 | 0.5
C=C(C)c1cccc(C(C)(C)NC(=O)N2CCCC(C(N)=O)C2)c1 (centres undefined)
 : 37.0 | -5.1 | -10.9 | -20.2 | 7.2 | -9.2 | -0.4 | 1.9 | -0.7
COCCCNC(=O)Cn1cc2c(n1)CCCCC2
 : 15.9 | 7.8 | -12.2 | -3.0 | 2.2 | 2.5 | 3.9 | 5.8 | 0.3
COc1ccc(CCNS(=O)(=O)c2ccc3c(c2)OCCO3)cc1
 : 42.5 | -26.7 | -10.5 | -2.1 | 3.3 | -18.3 | -3.9 | -3.2 | -1.2

Bioassay records as filed in PubChem BioAssay.
